Screens: PubChem BioAssay, National Center for Advancing Translational Sciences (NCATS)
USP2a block: USP2a (human) protease inhibition; O75604; USP2 core, Ub-CHOP2 coupled fluorogenic reporter, 485/531; Potency, µM (doses to about 38.3 µM), for inactives: top-dose activity change, negative = inhibition, hits mostly inhibitors; hit rate 0.01% among 330,000;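 further: potency means the concentration at half of the fitted maximal effect; plate controls were DMSO wells for no effect and full inhibition by NEM control for full effect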
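USP2 core (10nM final) preincubated 30min RT with compound in 20mM Tris-HCl pH 8.0, 2mM CaCl2, 2mM beta-mercaptoethanol, 0.05% CHAPS; 25nM Ub-CHOP2 plus 25nM reporter substrate added, fluorescence (Ex485/Em531) read after 60min.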
KCNH2 WT inh: KCNH2 (human, wildtype) channel inhibition; U2OS, BacMam KCNH2, thallium flux FluxOr; hits give low values; Q12809; hit rate 0.37% among 340,000; AID 720551; activity change, % at 1.84 µM;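 active means maximum activity change below -70%; inconclusive means maximum activity change between -70% and -50%; inactive means maximum activity change above -50%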; further: on the % scale 0 is the no-effect control and ±100 the full control effect
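U2OS cells were transduced with wild-type KCNH2 virus (2.03 x 10^8 / mL) for 4 h at room temperature, then cultured overnight at 37 C. Thallium flux was read with FluxOr dye. Rate constants were normalized to DMSO controls.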
Eya2 phos inh: blocks the phosphatase activity of human Eya2; O00167; recombinant Eya2, OMFP fluorescence dephosphorylation (OMFP is methylfluorescein phosphate); Potency, µM (highest dose often 76.9 µM), without a hit: at the highest dose activity, negative = inhibition, most hits filed as inhibitors; hit rate 0.006% among 330,000; further: potency means the concentration at half of the fitted maximal effect; on the % scale 0 is the no-effect control and ±100 the full control effect
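Eya2 protein (added as 0.2 uM solution) was preincubated with compound for 10 min at ambient temperature in 50 mM HEPES pH 7.5, 50 mM NaCl, 5 uM MgCl2, 0.05% BSA, 1 mM DTT. OMFP (added at 50 uM) then reacted 10 min; fluorescence read at 485/525 nm.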
S-ASM inh: inhibitors of human secretory acid sphingomyelinase; placental ASM, HMU-PC fluorogenic substrate, 60 min; Potency, µM (top dose mostly 57.5 µM), without a hit: at the highest dose activity change, negative = inhibition, usual class: inhibitors; hit rate 0.006% among 340,000; P17405; further: potency means the concentration at half of the fitted maximal effect
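Fluorescence read-out (Ex 386 nm, Em 447 nm) after stopping the reaction at pH 10. Enzyme: ASM from human placenta; substrate HMU-PC0, 9 uM final; 60 min, 37 °C. Compound preincubation 10 min, ambient temperature.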
MBNL1 CUG block: inhibitors of human MBNL1 binding to CUG repeat RNA; Q9NR56; TR-FRET MBNL1-His/biotin-(CUG)12 binding, 665/545 ratio; Potency, µM (highest dose often 57.5 µM), inactives show at the highest dose activity change, negative = inhibition, actives largely listed as inhibitors; hit rate 0.036% among 280,000; AID 2675; active means well fitted inhibition curve with a large enough effect in the signal ratio, with a control signal flat, not every such curve was filed as active; inconclusive means small, poorly fitted or top-dose-only effect, or effect the other way, or a change in a side signal; inactive means no such curve, though single readings can be large or run the other way; the % refers to the signal ratio; further: potency means the concentration at half of the fitted maximal effect; on the % scale 0 is the no-effect control and ±100 the full control effect
Target sequence (Q9NR56 whole entry, looked up): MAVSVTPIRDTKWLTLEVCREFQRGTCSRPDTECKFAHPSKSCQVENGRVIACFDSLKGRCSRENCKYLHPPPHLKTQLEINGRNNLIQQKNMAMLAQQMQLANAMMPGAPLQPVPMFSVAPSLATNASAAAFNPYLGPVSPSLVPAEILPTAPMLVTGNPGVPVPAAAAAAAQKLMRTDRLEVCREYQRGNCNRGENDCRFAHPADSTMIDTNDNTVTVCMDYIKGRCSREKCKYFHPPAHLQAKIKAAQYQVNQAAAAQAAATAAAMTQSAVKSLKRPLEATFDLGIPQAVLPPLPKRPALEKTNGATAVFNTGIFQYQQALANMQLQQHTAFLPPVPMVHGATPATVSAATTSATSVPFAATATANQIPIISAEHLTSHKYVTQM
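Inhibition of protein-RNA binding appears as loss of TR-FRET between terbium anti-His antibody on MBNL1-His and streptavidin-XL665 on biotin-(CUG)12. Activity is normalized to buffer-only and uninhibited-complex controls.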
TSHR antagonist: blocks TSH signaling through the human TSH receptor | hit rate 0.2% among 330,000 | activity change, negative = inhibition, % at 11.5 µM | P16473 | TSHR-expressing cells, TSH-stimulated cAMP HTRF, 2 h; hits give low values;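 active means activity change below a set negative limit, meaning inhibition stronger than a set level, cut at about -70% in these data; inconclusive means activity change between two set negative limits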; further: on the % scale 0 is the no-effect control and ±100 the full control effect
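Freshly harvested TSHR cells receive pin-tooled compound, then EC80 TSH at 4nM final. After 2 hours at 37 deg C, antibody in lysis buffer and cAMP-d2 are added; 30 minutes at ambient temperature precede the HTRF read.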
GALK inh: galactokinase (human) inhibition. Potency, µM (top dose mostly 57.5 µM), inactives show at the top dose activity change, negative = inhibition, most hits filed as inhibitors. hit rate 0.007% among 270,000. AID 1868. Purified GALK, Kinase-Glo residual ATP luminescence. P51570; further: potency means the concentration at half of the fitted maximal effect; on the % scale 0 is the no-effect control and ±100 the full control effect
Target sequence (P51570 whole entry, looked up): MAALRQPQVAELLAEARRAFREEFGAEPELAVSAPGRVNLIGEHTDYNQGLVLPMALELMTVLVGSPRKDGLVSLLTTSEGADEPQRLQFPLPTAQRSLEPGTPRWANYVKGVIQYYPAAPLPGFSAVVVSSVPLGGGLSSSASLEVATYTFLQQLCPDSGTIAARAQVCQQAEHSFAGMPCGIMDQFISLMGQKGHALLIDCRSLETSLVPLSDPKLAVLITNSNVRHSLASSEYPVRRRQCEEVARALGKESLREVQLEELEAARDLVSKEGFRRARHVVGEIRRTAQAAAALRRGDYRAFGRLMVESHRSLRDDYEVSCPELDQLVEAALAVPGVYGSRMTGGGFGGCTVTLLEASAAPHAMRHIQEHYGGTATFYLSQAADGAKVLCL
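The enzyme phosphorylates galactose (100 uM) using ATP (35 uM); inhibition is detected as higher residual ATP, quantified by bioluminescence after 1 h reaction at room temperature, pH 8.0.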
BCR signal inh: blocks chronic active B-cell receptor signaling. Potency, µM (titrated, usually from 46.1 µM), inactives show top-dose ratio change, negative = lower green/red ratio, hits mostly inhibitors. ABC-DLBCL IkBa-CBG/CBR reporter, luminescence ratio, 4 h. AID 493014. hit rate 0.05% among 340,000; active means well fitted inhibition curve with a large enough effect in the signal ratio, with a control signal flat, not every such curve was filed as active; inconclusive means small, poorly fitted or top-dose-only effect, or effect the other way, or a change in a side signal; the % refers to the signal ratio;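 further: potency means the concentration at half of the fitted maximal effect; plate controls were basal doxycycline-induced cells for no effect and cells given 10 µM MG132 for full effect; MG132 reads +100%, hits lower the ratio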
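Compounds up to 46 uM were incubated four hours with TMD8 cells whose green CBG68 luciferase is fused to IkappaBalpha; red CBR luminescence normalised the signal, and concentration-effect curves were fitted to fusion, red and ratio data.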
PKM2 activator: increases activity of human pyruvate kinase M2. purified PKM2, Kinase-Glo ATP luminescence, activation; response scale: 0% is enzyme alone, no compound. AID 1631. P14618. Potency, µM (titrated, usually from 57.5 µM), without a hit: at the top dose activation, actives largely listed as activators. hit rate 0.34% among 260,000; further: potency means the concentration at half of the fitted maximal effect; on the % scale 0 is the no-effect control and ±100 the full control effect; nearly all actives have a fitted effect of over 55% in size
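Kinase-Glo luminescence reports ATP generated from ADP (0.1 mM) and PEP (0.5 mM) by purified hPK-M2 after 1 h at room temperature, pH 7.2 imidazole buffer; intermediate enzyme activity allows detecting inhibitors and activators.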
Mito fusion act: blocks mitochondrial division or promotes mitochondrial fusion. Potency, µM (series often up to 46.1 µM), inactives show at the highest dose growth rescue (activation), actives largely listed as activators. S. cerevisiae fusion-defective mutant growth rescue, CellTiterGlo 48 h. hit rate 0.23% among 320,000;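 further: potency means the concentration at half of the fitted maximal effect; % of control where 0% means no effect; nearly all actives have a fitted effect of over 45% in size; temperature-sensitive fusion mutants such as fzo1-1 at 37 °C on non-fermentable ethanol glycerol medium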
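Luminescent cell viability in 1536-well qHTS format served as the measure of rescued growth in ts fusion-mutant S. cerevisiae cultured on non-fermentable YPEG for 48 hours at 37C.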
Menin MLL FP TR: displaces Texas Red mutant MLL peptide from human menin; O00255; Menin + Texas Red MLL mutant peptide, fluorescence polarization; Potency, µM (highest dose often 61.6 µM), for the others: at the top dose FP activity change, negative = inhibition, hits mostly inhibitors; hit rate 0.23% among 270,000; AID 1768; active means well fitted inhibition curve with a large enough effect in the polarisation, with a control signal flat, not every such curve was filed as active; inconclusive means small, poorly fitted or top-dose-only effect, or effect the other way, or a change in a side signal; inactive means no such curve, though single readings can be large or run the other way; the % refers to the polarisation; further: potency means the concentration at half of the fitted maximal effect; % of control where 0% means no effect; many of its hits are not listed in these tables
The depositor's hits bear a star; ? = inconclusive; / = no result given; [ ] = dose if it differs, or a comment. Unless noted, the call rests on the fitted dose curve; in most records, active means well fitted curve in the direction sought with a large enough effect; inconclusive means small, poorly fitted or top-dose-only effect, or another doubt; inactive means no such curve, though single readings can be large; an effect the other way counts as inactive or inconclusive. An excerpt, so the mix of outcomes need not match the whole.

SMILES	USP2a block	KCNH2 WT inh	Eya2 phos inh	S-ASM inh	MBNL1 CUG block	TSHR antagonist	GALK inh	BCR signal inh	PKM2 activator	Mito fusion act	Menin MLL FP TR
COc1ccccc1-n1cc([C@@H]2C[C@H]3CN(c4ccccc4)C(=O)[C@]34CCCN24)cn1	1%	-4	-3%	1%	15%	-24	0%	-13%	11%	-3%	0%
COc1ccc(C(=O)C2CCCN(C(=O)C3CCOCC3)C2)c(C)c1 (stereo not drawn)	2%	3	1%	2%	10%	-1	0%	-11%	-11%	2%	-25%
CCOc1ccccc1NC(=S)N1C2CCC1CC(NC(=O)NC13CC4CC(CC(C4)C1)C3)C2 (stereo not drawn)	1%	-28	-11%	-3%	-3%	3	-4%	2%	-1%	0%	-1%
Cc1ccc(C(=O)C2=C(O)C(=O)N(Cc3ccco3)C2c2ccc(N(C)C)cc2)o1 (stereo not drawn)	-18%	10	-8%	1%	11%	15	-4%	5%	1%	5%	/
Cc1cccc(NC(=O)Nc2cccc(C)n2)n1	1%	11	-3%	3%	-8%	1	3%	-6%	-5%	4%	-1%
O=C(NC(=S)N1CCN(c2ccc(Cl)cc2[N+](=O)[O-])CC1)c1cccs1	-8%	-48	-7%	0%	?	7	-1%	?	-1%	30%	?
CCN(C(=O)c1cccc(S(=O)(=O)N(C)C)c1)C12CC3CC(CC(C3)C1)C2	-6%	-7	8%	-2%	0%	-6	4%	-2%	/	18%	?
N#CCCN(Cc1cccnc1)C(=O)Nc1ccccc1	3%	6	-5%	7%	-2%	-8	-2%	?	7%	-2%	-7%
CNC(=O)COC(=O)c1cccc(S(=O)(=O)N2CCN(c3ccc(F)cc3)CC2)c1	-1%	12	9%	0%	/	-14	-1%	?	0%	-3%	/
c1cncc(N=c2scc(-c3cccc4ccccc34)n2CCCn2ccnc2)c1	0%	-15	-2%	-1%	?	5	1%	1%	-1%	-1%	-17%
N#Cc1c(NC(=O)C2CCCO2)sc2c1CCCCCC2 (stereo not drawn)	0%	13	1%	0%	-11%	7	1%	0%	4%	13%	15%
COc1ccc(C2c3cc(OC)c(OC)cc3CCN2S(C)(=O)=O)cc1OC (stereo not drawn)	10%	-13	0%	4%	1%	4	1%	-13%	-1%	0%	-11%
CCN(CC)c1nc(-c2ccccc2)nc2c1sc(=S)n2CC	13%	4	12%	-5%	17%	15	0%	6%	8%	7%	10%
Cc1nccn1CCOc1ccccc1Cl	-1%	-7	5%	0%	-3%	69	-6%	?	24%	-5%	-20%
C=CCNC(=S)Nc1ccc(Cl)cc1	2%	-7	7%	8%	-8%	8	-1%	9%	-5%	?	1%
Cc1ccc(S(=O)(=O)N2CCC3(CC2)OCCO3)cc1	1%	-4	13%	6%	-8%	10	-1%	-1%	8%	-1%	-3%
Cc1cccc(CN2CCc3c(OCC(=O)NCc4ccco4)cccc3C2=O)c1	2%	-6	-1%	-2%	/	23	1%	-1%	0%	6%	0%
COc1cccc(CNCCNC(=O)c2nonc2N)c1	1%	8	11%	1%	13%	3	-1%	-8%	0%	-3%	-13%
COc1ccc(NC(=O)c2ccco2)c(OC)c1	-2%	-1	5%	2%	-2%	7	6%	-7%	-4%	-2%	-2%
CCOC(=O)c1ccc(-n2c(CN(CC)CC)nc3ccc([N+](=O)[O-])cc3c2=O)cc1	3%	-8	-10%	-8%	?	-8	7%	0%	21%	6%	?
O=C(c1c(F)cccc1Cl)N1CCN(S(=O)(=O)c2ccc3c(c2)OCCCO3)CC1	1%	16	0%	-1%	2%	-3	-2%	-9%	?	9%	/
N#Cc1cn(-c2ccccc2)nc1C(=O)c1ccccc1	0%	2	-2%	-8%	2%	4	-2%	0%	0%	-1%	-1%
COc1ccc(C(=O)NC(C)CCc2ccccc2)cc1 (stereo not drawn)	1%	-1	5%	2%	-4%	18	-2%	?	-5%	1%	-3%
CSc1nnc(-c2ccccc2N=Cc2c(C)[nH]n(-c3ccccc3)c2=O)c(=O)[nH]1	-6%	0	0%	-2%	?	5	-2%	18%	-2%	2%	-13%
CCOc1cccc(-c2nnc3sc(COc4ccc(Cl)cc4)nn23)c1	0%	13	-10%	-3%	8%	-13	1%	1%	-4%	-2%	?
COc1ccccc1CCc1nnc(CCC(=O)NC(C)Cc2ccsc2)o1 (stereo not drawn)	0%	-4	-12%	4%	-3%	4	3%	-1%	-1%	-3%	-7%
COc1ccc(NC(=O)CC2Oc3ccccc3NC2=O)cc1 (stereo not drawn)	2%	-2	-12%	-3%	-1%	2	1%	-10%	0%	-2%	14%
Cc1nc2ccc(S(=O)(=O)NC(C(=O)N3CCCC3)C(C)C)cc2s1 (stereo not drawn)	0%	3	-13%	4%	1%	-7	0%	1%	10%	-6%	-3%
O=C(N/N=C/c1ccc[nH]1)c1ccccc1[N+](=O)[O-]	1%	0	-7%	/	?	2	2%	?	2%	1%	-15%
N/C(=N\OC(=O)c1ccc(Cl)c([N+](=O)[O-])c1)c1ccccc1	3%	-1	8%	-2%	3%	-23	0%	-2%	0%	-2%	13%
Cc1ccc(-c2cc(C(=O)N/N=C/c3ccccc3)n[nH]2)o1	2%	0	3%	-2%	7%	7	2%	?	0%	-2%	-5%
Cc1ccc2nc(NC(=O)c3ccc(Cn4cc(Cl)cn4)o3)sc2c1	-1%	-3	4%	-1%	21%	-16	-8%	?	1%	1%	?
COc1ccccc1NC(=S)NNC(=O)c1ccccc1Br	0%	3	1%	4%	-7%	3	1%	?	-1%	1%	5%
COc1cc(C(=O)NCc2ccc(C(=O)NCC(OC)OC)cc2)cc(OC)c1OC	5%	0	?	0%	-9%	-1	0%	0%	-2%	-7%	5%
Cc1ccc(NC(=O)C(c2ccccc2)C2CCCC2)cc1 (stereo not drawn)	1%	-1	-1%	-5%	12%	-11	/	11%	-1%	2%	7%
CC(C)[C@H](NC(=O)N1CCn2c1nc1ccccc12)C(=O)NCc1ccc(F)cc1	-1%	1	-11%	-3%	3%	-10	-4%	?	5%	14%	-6%
Cc1ccccc1CCNC(=O)Cn1nc(C)c2c(C)n(-c3ccccc3)nc2c1=O	-1%	3	3%	1%	7%	10	-8%	8%	/	-1%	-8%
CCc1c(C)nc(SCC(=O)Nc2nc(-c3ccc(OC)cc3)cs2)[nH]c1=O	-1%	-9	-6%	-17%	-4%	-30	-3%	-1%	0%	0%	?
O=C(CCCOc1ccccc1)N1CCN(S(=O)(=O)c2cccs2)CC1	3%	5	1%	4%	1%	-8	-3%	?	?	1%	-1%
Cc1cccc(/C=N\Nc2nnc(-c3ccccc3)c(=O)[nH]2)c1	3%	-9	4%	7%	/	-1	1%	0%	0%	5%	7%
Cc1ccc(F)cc1NC(=O)Cc1nn(C)c(=O)c2ccccc12	0%	3	1%	0%	10%	/	/	2%	-4%	0%	4%
COc1ccc(NC2CCCN(C(=O)c3ccc(CSC)o3)C2)cc1OC (stereo not drawn)	0%	-18	-20%	-1%	?	0	-2%	-5%	/	0%	0%
O=C(COC(=O)c1ccc2c(c1)OCCO2)Nc1cc(Cl)ccc1Cl	3%	7	-8%	4%	29%	-11	0%	20%	0%	-9%	?
CCOC(=O)c1c(C)[nH]c(C)c1S(=O)(=O)NCC1CCN(Cc2ccc(C)cc2)CC1	2%	27	-14%	6%	-20%	3	-1%	-8%	13%[0.46 µM]	-3%	-23%
CN(C)S(=O)(=O)c1ccc(Oc2ccccc2)cc1	2%	7	-43%	-2%	2%	1	1%	?	10%	5%	-2%
COC(=O)CC1COc2ccccc2N1C(=O)c1ccc(Cl)cc1 (stereo not drawn)	-1%	-7	-6%	-2%	-23%	9	-3%	-2%	-3%	7%	4%
C=CCNc1nc(Nc2ccc(OC)cc2)nc(OC)n1	/	-8	/	5%	-3%	/	-3%	/	-5%	0%	7%
